Source: PubChem BioAssay
C2C12 statin: suppression of simvastatin myotoxicity. C2C12 myotubes + simvastatin, ATP luminescence, 48 h; scaled: DMSO 0, geranylgeraniol control 100. rescue of ATP level, % at 7.49 µM. actives 0.78% (n = 330,000). AID 602340;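 active means mean ATP rescue above about 67%, or every replicate alone reaching that limit, limit read from the data, passing the limit was not always enough; inconclusive means no clear call, values can overlap the other calls; inactive means mean under the limit and some replicate under it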;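 further: myotubes were challenged with 10 µM simvastatin during compound exposure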
SIRT5 block: sirtuin-5 (human) deacylase inhibition. Purified SirT5, succinyl-peptide AMC, trypsin-coupled fluorescence. actives 1.1% (n = 330,000). Q9NXA8. inhibition, % at 15 µM. AID 652115; in the data active means inhibition above about 15%; inconclusive means no clear call, values can overlap the other calls
Target sequence (Q9NXA8 whole entry, looked up): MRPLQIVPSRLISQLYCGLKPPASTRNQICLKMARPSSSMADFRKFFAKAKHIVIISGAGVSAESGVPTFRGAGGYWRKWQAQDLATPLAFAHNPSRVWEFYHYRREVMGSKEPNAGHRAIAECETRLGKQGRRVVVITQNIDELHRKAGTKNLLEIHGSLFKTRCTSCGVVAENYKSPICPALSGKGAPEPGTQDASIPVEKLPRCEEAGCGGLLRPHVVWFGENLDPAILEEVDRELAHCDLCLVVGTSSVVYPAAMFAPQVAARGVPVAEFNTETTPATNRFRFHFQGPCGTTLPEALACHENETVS
DENV2 CPE: protects cells from dengue virus 2 cytopathic effect; actives 1.7% (n = 350,000); DENV2-infected cells, cytopathic effect rescue, plate reader; CPE inhibition, % at 9.99 µM; AID 651640; in the data active means CPE inhibition above about 20%, passing the limit was not always enough; inconclusive means no clear call, values can overlap the other calls; tested in BHK-21 cells;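 further: 0% = median of neutral control wells and 100% = median of positive control wells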
ERp5 block: blocks human ERp5 reductase activity on insulin | Q15084 | ERp5 insulin aggregation, absorbance 650 nm, 90 min | inhibition, % at 9.99 µM | actives 0.05% (n = 350,000);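 active means mean replicate inhibition above about 25%, with every replicate also reaching it, limit read from the data, passing the limit was not always enough; inconclusive means only one of those two criteria met; inactive means neither criterion met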
Target sequence (Q15084 whole entry, looked up): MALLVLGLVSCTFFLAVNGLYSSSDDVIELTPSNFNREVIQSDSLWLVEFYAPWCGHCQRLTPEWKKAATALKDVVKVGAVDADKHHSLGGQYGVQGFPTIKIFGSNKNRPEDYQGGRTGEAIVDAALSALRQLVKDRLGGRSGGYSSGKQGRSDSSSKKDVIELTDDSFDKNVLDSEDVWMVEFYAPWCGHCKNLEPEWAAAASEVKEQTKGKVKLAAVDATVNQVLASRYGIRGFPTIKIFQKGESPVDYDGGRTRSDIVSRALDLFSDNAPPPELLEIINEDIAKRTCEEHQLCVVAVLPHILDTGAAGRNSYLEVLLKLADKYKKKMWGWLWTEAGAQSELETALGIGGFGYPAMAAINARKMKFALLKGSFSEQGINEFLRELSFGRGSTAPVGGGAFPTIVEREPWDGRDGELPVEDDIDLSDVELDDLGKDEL
PglD DTNB: inhibitors of Campylobacter jejuni PglD acetyltransferase; actives 0.098% (n = 360,000); inhibition, % at 12.5 µM; purified PglD enzyme, DTNB colorimetric CoA detection; in the data active means inhibition above about 16%, passing the limit was not always enough; inconclusive means no clear call, values can overlap the other calls; further: strong numbers were not always called active
S100A4 MyoIIA: inhibitors of human S100A4 binding to myosin IIA peptide | P26447 | S100A4/TAMRA-MyoIIA peptide fluorescence polarization | inhibition, % at 10.7 µM | actives 0.14% (n = 360,000) | AID 652163;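 active means mean inhibition of at least 70% across replicates, with every replicate also reaching that level; inconclusive means mean inhibition reaches 70% but some replicates fall short; inactive means mean inhibition below 70%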
Target sequence (P26447 whole entry, looked up): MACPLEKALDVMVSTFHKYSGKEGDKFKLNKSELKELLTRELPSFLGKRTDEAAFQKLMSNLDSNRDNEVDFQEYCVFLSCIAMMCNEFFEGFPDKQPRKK
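Material: human S100A4 monomer with TAMRA-labelled myosin IIA peptide; buffer or medium: HEPES pH 7.2 with CaCl2, KCl, NaCl, DTT, Triton; compound dosing: one concentration per compound; schedule: 5 min incubation before reading; benchmarks: neutral control DMSO, positive control TFP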
E-sel inducer: induces E-selectin expression in human endothelial cells; P16581; HUVEC E-selectin immunofluorescence imaging; normalized: neutral wells 0, TNF-alpha wells 100; activation, % at 7.58 µM; actives 0.37% (n = 260,000);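 active means mean E-selectin-positive cell signal at least 10% of the positive control, reached in at least 60% of replicates, without over 20% cell loss; inconclusive means no rule given, readout overlaps actives, possibly toxicity-flagged; inactive means the rest, including those meeting only one limit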;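 further: in these data hits start at about 27%; measured in HUVEC primary endothelial cells; signal is the percent of cells scored E-selectin positive by PE staining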
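System: HUVEC, human umbilical vein endothelial cells; quantity: 3,000 cells/well; buffer or medium: EGM-2 medium, gelatin-coated wells; dosing: single-point compound dose; detection: immunofluorescence imaging; evaluation: % PE-positive cells; benchmarks: TNF-alpha, DMSO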
An asterisk follows results filed as active; ? = inconclusive; nt = no result given.

Under each structure – C2C12 statin, S100A4 MyoIIA, DENV2 CPE, PglD DTNB, E-sel inducer, SIRT5 block, ERp5 block
Cc1c(NC(=O)COc2ccc3ccccc3c2)c(=O)n(-c2ccccc2)n1C
    nt, 2, -3, nt, 0.9, -1, -5
C[C@@H]1CCCCO[C@H](CN(C)Cc2ccc3c(c2)OCO3)[C@@H](C)CN([C@@H](C)CO)C(=O)c2cc(NC(=O)Nc3cccc4ccccc34)ccc2O1
    -414, nt, -21, 3, 0.3, nt, nt
Cc1cccc(NC(=O)c2cccc(OC(=S)N3CCOCC3)c2)c1
    1, 1, 5, 2, -0.2, -3, 2
O=C(OCC#CCSc1nnc(-c2ccc(Br)cc2)o1)c1cccs1
    nt, -3, 1, nt, nt, -1, 8
C[C@@H]1CCCCO[C@H](CN(C)S(=O)(=O)c2ccccc2)[C@@H](C)CN([C@H](C)CO)C(=O)c2cc(NC(=O)Nc3ccc(F)cc3)ccc2O1
    nt, 4, -6, -1, 0.0, -1, 8
CC(C)NC(=O)Nc1ccc2c(c1)C(=O)N(C)[C@H]1CC[C@H](CC(=O)NC3CCCCC3)O[C@H]1CO2
    8, nt, 2, 3, 3.1, nt, nt
NC(=O)[C@H]1CC2(CC(c3cccc(NC(=O)COc4ccc(Cl)cc4)c3)=NO2)CN1C(=O)Cc1ccc([N+](=O)[O-])cc1 (some centres undefined)
    2, -7, -15, 2, -0.2, -3, -6
COc1ccccc1NS(=O)(=O)c1cccc(NC(=O)Nc2ccccc2)c1
    nt, 2, 5, -1, -0.8, 0, 1
CCOC(=O)C1(Cc2cccc(F)c2)CCN(C2CCOCC2)CC1
    nt, 8, -4, 3, nt, -6, 2
COc1ccccc1CNC(=O)COC(=O)c1ccc(C)s1
    -3, -3, -3, 5, nt, -5, -9
Cc1ccc(-c2ccc([C@H]3[C@@H](CO)N4C(=O)CN(C(=O)Nc5ccc(F)cc5)C[C@H]34)cc2)cc1
    nt, -35, 7, nt, -0.6, 4, -7
O=C(CC(=O)NCCc1ccccc1)NCCc1ccccc1
    2, -2, 0, 3, 18, -2, 5
C[C@H](CO)N1C[C@H](C)[C@@H](CN(C)C(=O)Nc2ccc3c(c2)OCO3)Oc2ccc(NS(C)(=O)=O)cc2C1=O
    22, -3, -2, -2, nt, -2, 0
COC(=O)C[C@@H]1C=C[C@H](NS(=O)(=O)c2ccc(OC)cc2)[C@@H](CO)O1
    -12, 6, 10, 1, 0.3, 1, 12
COc1ccc(NC(=O)Nc2ccc3c(c2)C(=O)N([C@H](C)CO)C[C@H](C)[C@H](CN(C)C(=O)Nc2ccccc2)OCCCC[C@H](C)O3)cc1
    6, -7, -7, 0, nt, 11, 3
O=c1c2oc3ccccc3c2ncn1Cc1ccc(F)cc1
    12, -2, -10, -1, 1.1, 1, 1
O=C(Nc1cccc(S(=O)(=O)N2CCOCC2)c1)c1cc(=O)[nH]c2ccccc12
    -3, -3, -3, 2, 0.7, 2, 8
N#C/C(=C\c1cccn1-c1ccccc1)C(=O)NC1CCCCC1
    -9, 4, 1, nt, 0.4, 0, -3
CC(C)NC(=O)Nc1ccc2c(c1)CC(=O)N([C@H](C)CO)C[C@H](C)[C@@H](CN(C)S(C)(=O)=O)O2
    17, -3, -5, 4, nt, -1, 0
Cc1cc2cc(CN(CC3CCCO3)C(=S)Nc3ccccc3)c(=O)[nH]c2cc1C (centres undefined)
    nt, -5, -11, nt, nt, 2, 0

Next section:
Under each structure – C2C12 statin, S100A4 MyoIIA, DENV2 CPE, PglD DTNB, E-sel inducer, SIRT5 block, ERp5 block
COc1ccc(C(=O)Nc2nc(CC(=O)NCc3ccc(F)cc3)cs2)cc1
    8, -2, -1, -2, 0.2, -2, 9
COc1ccc(NC(=O)N(C)C[C@@H]2OCCCC[C@@H](C)Oc3ccc(NC(=O)CCCCCC(=O)Nc4ccccc4N)cc3C(=O)N([C@H](C)CO)C[C@@H]2C)cc1
    nt, nt, ?, 2, -0.1, nt, nt
CC=Cc1ccc2n(c1=O)C[C@H]1[C@H](CO)[C@@H](C(=O)N(C)C)[C@@H]2N1S(=O)(=O)c1ccccc1C (mixture of isomers)
    nt, 6, -9, nt, -0.2, -6, -3
Cc1ccccc1S(=O)(=O)N1CCCCN2[C@H](CO)[C@@H](c3ccc(-c4ccccc4)cc3)[C@H]2C1
    nt, -2, -2, 3, nt, 19*, 3
Cc1ccc(CONC(=O)c2ccccc2)cc1
    nt, -8, 3, -3, 0.6, -1, -2
CC(C)NC(=O)N(C)C[C@@H]1OCCCC[C@H](C)Oc2ccc(NS(=O)(=O)c3cccs3)cc2C(=O)N([C@@H](C)CO)C[C@@H]1C
    nt, -4, -9, -2, nt, -6, 0
CC(C)(C)OC(=O)N1CCC(c2cc(=O)n3[nH]cc(C(=O)Nc4ccc(F)c(Cl)c4)c3n2)CC1
    nt, 1, 2, nt, -0.2, 1, 9
Cc1ccc(C)c(NS(=O)(=O)c2ccc(OCC(=O)NCC3CCCO3)cc2)c1 (centres undefined)
    2, 1, -9, -3, nt, 1, 0
COc1ccc(OC)c(Cc2nnc(CCC(=O)N3CCC(N4CCCCC4)CC3)o2)c1
    nt, -8, -4, nt, nt, -4, -7
C[C@H]1CCCCO[C@H](CN(C)Cc2ccc3c(c2)OCO3)[C@@H](C)CN([C@@H](C)CO)C(=O)c2cc(NC(=O)Nc3ccc(C(F)(F)F)cc3)ccc2O1
    nt, -7, -33, -2, 1.2, 1, -2
C[C@@H]1CN([C@H](C)CO)C(=O)c2cccc(NC(=O)C3CC3)c2O[C@@H]1CN(C)Cc1ccncc1
    -6, -2, 6, 0, 0.2, 1, -4
CCc1ccc(NC(=O)Nc2ccc3c(c2)N(C)C(=O)CS3)cc1
    -34, 2, -1, 12, nt, nt, 1
CC(=O)c1c(C)[nH]c(C(=O)OCc2cc(=O)n3cc(Br)ccc3n2)c1C
    -4, 2, 6, -2, nt, -1, -7
c1ccc(-c2ccc(-c3ccccn3)s2)nc1
    nt, 3, 5, 1, -0.1, -16, -2
Cc1cccc(CC(=O)NCCn2c(C)cc3ccccc32)c1
    17, 21, 1, -8, nt, -1, -6
CCOc1ccc(C(=O)OC(C)C(=O)N2CCN(Cc3ccccc3)CC2)cc1 (centres undefined)
    3, 2, 5, -3, -0.2, -2, -1
CCCCCCCNC(=O)CN1N=C(c2ccc(C)cc2)CCC1=O
    2, 2, ?, 4, nt, 0, 1
CCOc1ccccc1NC(=O)COc1coc(CN2CCCc3ccccc32)cc1=O
    6, -2, 3, 3, nt, 2, -2
CCc1nc2c(OCc3ccc(F)c(F)c3)cccn2c1N(C)C(=O)CC(C)C
    2, 2, ?, 1, -0.1, 5, 7
CC(C)Cn1c(-c2cc(Br)ccc2F)nc2c1c(=O)[nH]c(=O)n2CC(C)C
    13, 1, -2, 1, nt, -7, -3

As entered above.
In SIRT5 block, Cc1cccc(CC(=O)NCCn2c(C)cc3ccccc32)c1 shows -1
In SIRT5 block, Cc1ccc(CONC(=O)c2ccccc2)cc1 shows -1

Other entries follow.
Under each structure – C2C12 statin, S100A4 MyoIIA, DENV2 CPE, PglD DTNB, E-sel inducer, SIRT5 block, ERp5 block
Cc1cc(C(=O)Nc2ccncc2)c(C)o1
    5, -9, -7, 2, -1.6, 2, -2
O=C1OC(C(=O)Nc2ccccc2)Cc2ccccc21 (centres undefined)
    nt, 0, 9, 7, -0.1, 2, 1
NC(CCc1ccccc1)c1csc(Nc2cnccn2)n1 (centres undefined)
    13, -2, -4, -4, 0.4, 3, 2
Cn1c(NC(=O)c2ccccc2C(F)(F)F)cc(=O)n(C)c1=O
    3, -14, -4, 4, 2.1, -3, -5
COc1ccc(C2CN=NC23CCc2ccccc2C3=O)cc1 (centres undefined)
    -10, 1, -3, -7, 4.5, -1, -4
COCC(=O)N1CCCCN2[C@H](CO)[C@@H](c3ccc(-c4cccc(C)c4)cc3)[C@H]2C1
    nt, -6, 0, 2, 0.3, -2, -1
O=C(c1ccc2c(c1)OCO2)N1CC(=O)N2[C@H](CO)[C@H](c3ccc(C#CCC4CCCC4)cc3)[C@@H]2C1
    nt, 5, 2, nt, -0.7, 26*, -3
COc1ccc(-c2cc(-c3cccs3)nc3sc(C#N)c(N)c23)cc1
    nt, -14, nt, nt, 0.4, -7, 1
Cc1ccc(CN2C(=O)CCC2C(=O)NCCc2ccccc2)cc1 (centres undefined)
    -5, -2, -1, 7, 0.4, -1, 3
CC(C)(C)OC(=O)N1CCN(C(=O)c2[nH]cnc2C(=O)Nc2ccc(Cl)cc2)CC1
    3, -2, -1, 3, 0.1, -7, -1
CCc1cc(=O)oc2cc3occ(-c4ccc(OC)c(F)c4)c3cc12
    -57, 1, -2, 0, -0.2, -4, -1
COc1ccc(N(C)S(=O)(=O)c2cccc(C(=O)Nc3nnc(C4CC4)s3)c2)cc1
    -5, -5, nt, 1, 2.7, -3, -6
NC(=O)CC(NC(=O)Cc1cccc2ccccc12)c1ccc(NCc2ccccn2)c([N+](=O)[O-])c1 (centres undefined)
    17, -2, ?, -1, nt, nt, 3
Cc1nn(Cc2nc(-c3cccs3)no2)c(C)c1Br
    12, -3, 5, -2, 0.4, nt, 1
NC(=O)C1(N2CCCCC2)CCN(C(=O)c2ccccc2)CC1
    8, -4, 0, 2, 0.1, 1, 8
COc1ccccc1C(=O)Nc1ccc(S(=O)(=O)Nc2cnc3ccccc3n2)cc1
    2, -2, 2, 1, nt, 0, -6
CN(CCc1ccccc1)C(=O)c1ccc(NC(=O)Cc2cccc(NC(=O)C3CCN(C(=O)C4CCCC4)CC3)c2)cc1
    0, 1, 11, -1, -0.1, -1, -4
C[C@H]1CN([C@@H](C)CO)S(=O)(=O)c2ccc(C#CCN(C)C)cc2O[C@H]1CN(C)Cc1ccc2c(c1)OCO2
    -4, -8, 18, -3, -0.4, -2, -10
OCCCNc1cc(-c2ccnc(Nc3cccc(Cl)c3)n2)ccn1
    -82, 5, -2, -3, -0.2, -5, 2
Cn1ccnc1C1CCCCN1C(=O)c1cc(COc2ccc(F)cc2F)on1 (centres undefined)
    7, -12, 3, -5, 0.1, 6, 1

Next compounds:
Under each structure – C2C12 statin, S100A4 MyoIIA, DENV2 CPE, PglD DTNB, E-sel inducer, SIRT5 block, ERp5 block
COc1ccc(C(=O)NC2CC2)cc1OC1CCN(Cc2ccc(F)cc2Cl)CC1
    nt, -8, 16, -2, nt, 0, -4
COCCN(C(=O)COC(=O)c1ccc(C)o1)c1c(N)n(Cc2ccccc2)c(=O)[nH]c1=O
    2, -4, ?, 0, 0.8, -4, 0
COC(=O)C[C@H]1C[C@H]2c3cc(NC(=O)C4CCC4)ccc3O[C@H]2[C@@H](CO)O1
    0, 7, ?, -2, -0.1, -7, -4
CC(=O)c1sc(NC(=O)c2ccc(F)c(S(=O)(=O)N3CCOCC3)c2)nc1C
    -3, -4, 0, -2, 2.8, 5, 5
O=C(Nc1cccc(O)c1)C1CC(c2cccc(Br)c2)=NO1 (centres undefined)
    3, -3, 0, 4, nt, 0, 0
CCN(CC(=O)NCc1cccs1)C(=O)CCC(=O)c1ccc(C)cc1
    10, -3, 2, 0, 9.2, -3, 1
CCC(=O)N1CCCCN2[C@@H](CO)[C@@H](c3ccc(C#CCOC)cc3)[C@@H]2C1
    10, -3, ?, -9, 0.3, 13, -4
O=C(COC(=O)/C=C/c1ccc2c(c1)OCO2)NCc1ccc(F)cc1
    15, 6, 10, 2, 2.4, nt, -8
CC(NC(=O)Cn1cccc1C(=O)c1ccccc1)c1ccccc1 (centres undefined)
    -13, -2, 2, 0, nt, 0, 1
COc1ccc(NC(=O)N[C@H]2CC[C@@H](CCn3cc(-c4ccccc4)nn3)O[C@H]2CO)cc1
    7, -26, 0, 9, -1.0, -4, -1
O=C(CCc1ccccc1)N[C@@H]1c2ccccc2CC[C@H]1OCc1ccccc1
    -1, 3, -1, 0, 0.0, -3, 0
CN(C)CCCNc1nc(N)c([N+](=O)[O-])c(NCc2ccccc2)n1
    5, -5, 18, -5, 0.1, -24, 2

These rows are one share of the data (hit frequency here may not be typical).
